Assay outcomes: PubChem BioAssay, several laboratories
Insulin prom inh: inhibitors of insulin promoter-driven GFP, primary screen, imaging, TRM-6 cells (human fetal islet line), eGFP reporter, cell count | reporter expression induced with tamoxifen | inhibition, % at 2 µM | actives 0.9% (n = 130,000) | AID 1273, 2008;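 active = inhibition above the mean plus 3 SD, with well images judged a real hit on visual review, cut at about 60% in these data, passing the limit was not always enough; inconclusive = inhibition over the cutoff but images rejected on review; inactive = inhibition not above the cutoff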
SDO1 yeast rescue: growth rescue of sdo1-depleted yeast, primary screen, S. cerevisiae, bone marrow failure model; S. cerevisiae sdo1-depleted JHY4D growth rescue, OD600 30 h; active compounds read high; pdr5 snq2 efflux-pump mutant strain; z-score at 10 µM; actives 0.21% (n = 140,000);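 active = z-score above 3 at both the 24 hr and the 30 hr optical density reads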;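 note: z-score against mean and SD of all compound wells on the same plate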
SDO1 yeast rescue Rescue 24 h: recorded beside SDO1 yeast rescue, whose call it bears; z-score; S. cerevisiae sdo1-depleted JHY4D growth rescue, OD600; measured here: growth rescue at 24 h;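 0 is the plate mean of compound wells and units are plate SD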
* = called active by the depositor; i = inactive; ? = inconclusive; nt = no result given; [ ] = another dose, or the depositor's remark.

Structure | Insulin prom inh | SDO1 yeast rescue Rescue 24 h | SDO1 yeast rescue
CS(=O)(=O)Nc1ccc(S(=O)(=O)NCCc2ccccc2)cc1 | -22.7 | 0.39 | 0.77
COc1cc(CNC2CCCCC2OC)cc(OC)c1OC (stereo not drawn) | -12.1 | -0.4 | 0.09
Cc1c(NC(=O)C2CCCO2)cccc1[N+](=O)[O-] (stereo not drawn) | nt | 0.52 | 0.81
COc1ccc(CCNC(=O)c2cc(S(=O)(=O)N3CCC4(CC3)OCCO4)ccc2F)cc1OC | 0.0 | nt | nt
CCOC(=O)C1CCCN(C(=O)CC(c2ccccc2)c2ccccc2)C1 (stereo not drawn) | -475.0 | -0.7 | -0.41
COc1cc(OC)cc(C(C(=O)NC2CCCCC2)N(C(=O)c2ccno2)c2ccccc2)c1 (stereo not drawn) | 26.7 | 3.7 | 0.68
COc1cc(-c2nc3ccc4ccccc4c3c3c2CCC3)cc(OC)c1OC | nt | -0.24 | -1.01
CCOC(=O)c1c(C)oc2ccc(OC(=O)COc3c(F)c(F)c(F)c(F)c3F)cc12 | 38.9 | -1.73 | 0.05
COc1ccc(-n2c(SCC(=O)N3CCCCC3)nnc2-c2cccnc2)cc1 | nt | 0.06 | -0.34
N#CCN1CCN(CC(=O)Nc2cccc3ccccc23)CC1 | -56.8 | 0.46 | 0.11
CCOc1ccc(CCNC(=O)C2CCC(=O)N2C2CCCCC2)cc1OCC (stereo not drawn) | -38.5 | 0.2 | 0.82
COc1ccc(-c2cc3ccccc3oc2=O)cc1NC(=O)c1ccc(Br)o1 | nt | 0.69 | -1.28
Cc1ccc(Cn2c(SCC(=O)NCc3ccco3)nc3ccsc3c2=O)cc1 | nt | -1.19 | -0.71
CCC(=O)OC1c2ccccc2C(=O)N1Cc1ccccc1 (stereo not drawn) | nt | -0.45 | 0.37
COc1ccc(S(=O)(=O)N2CCN(c3ccccc3OC)CC2)cc1OC | -20.7 | -0.5 | -0.35
COc1ccc(OC)c(C2C(C(C)=O)=C(O)C(=O)N2Cc2cccnc2)c1 (stereo not drawn) | 9.1 | 0.56 | 1.15
CCCOC(=O)c1ccc(OC(=O)c2ccco2)cc1 | 0.0 | 0.2 | 0.34
CCCC(=O)Nc1ccc(C(=O)NN2C(=O)c3ccccc3C2=O)cc1 | nt | 0.19 | 0.66
CC(C)(C)Nc1nc(SCc2ccccc2)nc(N2CCOCC2)n1 | 65.5 | -0.61 | -0.74
Cc1ccc(CS(=O)(=O)CCC(=O)NCCN(C)Cc2ccccc2)cc1 | -13.5 | 1.1 | 0.99
CCOc1ccccc1N(C(=O)Nc1cccc(Cl)c1)C1=NC(C)CS1 (stereo not drawn) | -52.0 | -0.83 | -0.77
CN(C)CCOC(=O)c1cccc(Br)c1 | 9.4 | -0.28 | -0.2
O=C(CSc1ncn[nH]1)c1ccc(OC(F)F)cc1 | -58.3 | nt | nt
CC(C)(C)c1ccc2c(c1)OCC(C(=O)O)O2 (stereo not drawn) | 14.3 | -0.61 | 0.16
CS(=O)(=O)c1ccc(Cl)c(NC(=O)COC(=O)CNC(=O)c2ccc(Br)o2)c1 | nt | -0.44 | 0.39

Additional results
Structure | Insulin prom inh | SDO1 yeast rescue Rescue 24 h | SDO1 yeast rescue
CCOC(=O)C1=C(C)Nc2ncnn2C1c1ccccc1F (stereo not drawn) | 18.8 | -0.63 | -0.38
CN(C)c1ccc(C(c2nnnn2C(C)(C)C)N2CCN(C(=O)c3ccco3)CC2)cc1 (stereo not drawn) | -19.4 | 0.73 | 0.9
CCOC(=O)NCc1ccc2c(c1)cc(C)n2C | nt | -0.53 | -0.32
Cc1cc(C)n(/N=C/c2cccc(O)c2)c(=O)c1C(N)=O | -50.0 | -0.08 | 0.04
C=C(C)CNC(=S)N/N=C(\C)c1ccc(Cl)s1 | -6.2 | -1.94 | -2.01
COc1ccccc1-c1nnc(SCC(=O)Nc2ccc(Cl)cc2Cl)o1 | 12.9 | -1.25 | -1.03
O=C(NN=C1C2CC3CC(C2)CC1C3)c1cccs1 | 63.3 | -0.36 | 0.26
COc1ccc(CCN(Cc2cc3cccc(C)c3[nH]c2=O)C(=O)N2CCCC2)cc1OC | -3.5 | 1.46 | 1.69
O=C(c1cnn2ccccc12)N1CCc2ccccc21 | nt | 0.45 | 0.62
O=C(O)c1cccc2c1C(=O)N(C1CCCCC1)C2 | nt | -0.42 | -0.32
O=C(c1ccc2ccccc2c1)c1c[nH]cc1-c1ccccc1 | -6.2 | -0.64 | -1.28
CC(=O)N1CC=C2C(C#N)=C(N)C(C#N)(C#N)C(C)C2C1 (stereo not drawn) | nt | -0.27 | 0.16
CCCN1CCN(C(=O)CCCNC(=O)Cn2cnc3sc(C)c(C)c3c2=O)CC1 | -14.3 | 1.14 | 0.96
CC(C)C(=O)Nc1cccc(-c2cn3ccsc3n2)c1 | 18.8 | -0.74 | -0.3
OC1CCCN(Cc2c3ccccc3cc3ccccc23)C1 (stereo not drawn) | 8.6 | 1.99 | 1.64
CN(C)c1ccc(NC(=O)CN2CCN(CC(=O)Nc3ccc(F)cc3)CC2)cc1 | nt | -1.03 | -0.42
CCOC(=O)CSc1nnc(C2CCCCC2)n1C | nt | -1.13 | -0.53
O=C(CSc1n[nH]c(-c2cccnc2)n1)Nc1ccnc2ccccc12 | 9.7 | -0.81 | -0.2
O=C(NC1=NCCS1)c1cc(-c2cccc(Br)c2)nc2ccccc12 | 0.0 | -0.54 | -0.91
Cn1cc(C(=O)Nc2ccc(F)c(F)c2)cn1 | -4.3 | -0.41 | 0.57
CN(C)c1cccc(C(=O)OCC(=O)N2CCc3ccccc3C2)c1 | 14.3 | nt | nt
Cn1c(=O)c2c(ncn2CC(=O)N2CCN(c3cccc(Cl)c3)CC2)n(C)c1=O | 10.3 | 7.13* | 14.3*
O=C(COc1ccccc1)Nc1cccc2nsnc12 | -15.6 | -0.85 | -0.42
O=C(C[n+]1cc(-c2ccc(F)cc2)n2c1CCC2)OCc1ccccc1 | 35.7 | -1.06 | -0.03
Cc1cc(C)n(-c2nc3sc4c(c3c(=O)[nH]2)CCCC4)n1 | -4.2 | -1.58 | -2.71

Brought forward from above: 4 compounds, followed by the next part.
Structure | Insulin prom inh | SDO1 yeast rescue Rescue 24 h | SDO1 yeast rescue
Cn1c(=O)c2c(ncn2CC(=O)N2CCN(c3cccc(Cl)c3)CC2)n(C)c1=O | 10.3 | 7.13* | 14.3*
O=C(COc1ccccc1)Nc1cccc2nsnc12 | -15.6 | -0.85 | -0.42
O=C(C[n+]1cc(-c2ccc(F)cc2)n2c1CCC2)OCc1ccccc1 | 35.7 | -1.06 | -0.03
Cc1cc(C)n(-c2nc3sc4c(c3c(=O)[nH]2)CCCC4)n1 | -4.2 | -1.58 | -2.71
O=C(O)/C=C/c1cn(-c2ncc(C(F)(F)F)cc2Cl)c2ccccc12 | -56.2 | 0.64 | 0.32
COc1ccccc1C/C(N)=N/OC(=O)COc1ccccc1C | nt | -1.33 | -1.81[12.1 µM]
CC(C)CCOC(=O)C1C(c2ccccc2)C(C(=O)O)C1c1ccccc1 (stereo not drawn) | 0.0 | 0.02 | 0.08
O=C1N/C(=C/c2ccc(N3CCOCC3)o2)C(=O)N1c1ccccc1 | 20.6 | -1.01 | -0.25
CCCn1c(C)cc(C(=O)CSc2nc3nc(C)cc(C)n3n2)c1C | 6.5 | 0.5 | 0.11
O=C(CC1COc2ccccc2O1)NCCc1ccccc1 (stereo not drawn) | 13.9 | -0.83 | -0.18
CCCCOc1ccc(C(=O)N2CCCCCC2)cc1 | 8.6 | -1.24 | -1.07
CSc1ccc(N2C(=O)NC3(CCCCC3)C2=O)cc1 | -14.3 | 0.19 | 0.3
Cc1ccc(/C=N/NC(=O)C2=NNC(c3ccccc3)(c3ccccc3)C2)c(O)c1 | ? | -0.03 | -0.39
CSc1nc(-c2ccccc2)nn1C(=O)c1ccc(Cl)cc1 | 4.0 | 0.47 | 0.57
Cc1nn(C)c(C)c1CS(=O)(=O)c1ccccc1 | 0.0 | nt | nt
CC(=O)c1cccc(NC(=O)NC2CC3CCCC(C2)N3CC(C)C)c1 (stereo not drawn) | -196.6 | 1.11 | 1.23
CC(C)Oc1c(Br)cc(Br)cc1/C=N/NC(N)=S | nt | -1.61 | -1.82
O=C(NCc1cccnc1)C(=O)NCC1OCCCN1S(=O)(=O)c1ccc(Cl)cc1 (stereo not drawn) | 20.0 | nt | nt
CCOc1ccc(OCc2ccc(C(=O)Nc3cccc(C)n3)o2)cc1 | 50.0 | -1.74 | -1.37
CCc1cc2c3c(c(=O)oc2cc1O)CCCC3 | -153.3 | -1.46 | -1.82
O=C(Nc1ccc2c(c1)CCC2)c1cc2ccccc2o1 | 17.2 | -1.01 | -1.37
COc1ccccc1Nc1nc2c(s1)CCC2 | nt | -0.04 | -0.04
O=C(COC(=O)c1ccco1)Nc1ccccc1 | 3.0 | 0.26 | 0.33
CCN(C(=O)Cn1c(=O)n2nc(CCn3nc(C)cc3C)nc2c2ccccc21)c1cccc(C)c1 | nt | -1.1 | -1.22
CCC1=NN2C(=N)/C(=C\c3cccn3-c3ccc(OC)cc3)C(=O)N=C2S1 | 50.0 | nt | nt
COc1ccc2cc(C(=O)C3CCCN(C(=O)c4cc(=O)n(C)c(=O)n4C)C3)ccc2c1 (stereo not drawn) | -100.0 | nt | nt
CCc1ccc(OCCCC(=O)Nc2ccc(N3CCCCC3)cc2)cc1 | -16.1 | 1.8 | 0.91
COc1ccccc1NC(=O)CSc1nnnn1-c1ccc2c(c1)OCO2 | -33.3 | 0.47 | 0.19
CCC(=O)Nc1c(-c2cccs2)c(=O)c2ccccc2n1C | -35.7 | -0.69 | -0.12

Next results follow.
Structure | Insulin prom inh | SDO1 yeast rescue Rescue 24 h | SDO1 yeast rescue
CCNC(=S)Nc1cc(OCC)c(NC(=O)c2ccco2)cc1OCC | -26.7 | -0.42 | 0.07
CCOC(=O)N1CCC(Nc2c(NCCCN(CC)CC)c(=O)c2=O)CC1 | nt | -0.45 | 0.16
O=C(O)C1C2C=CC(CC2)C1C(=O)O (stereo not drawn) | 23.3 | -0.98 | -0.12
C=CCn1c(SCc2nc3scc(-c4ccccc4)c3c(=O)[nH]2)nnc1-c1ccccc1F | -13.5 | 0.59 | 0.44
Nc1nc2ccccc2n1CCN1CCCC1 | 7.0 | 0.19 | 0.36
CC(=O)Nc1ccc2nc(NC(=O)COc3ccccc3Cl)sc2c1 | -41.7 | nt | nt
CC(C)n1c(N2CCN(C(=O)Nc3ccccc3)CC2)nc2ccccc21 | 53.9 | -0.56 | -0.4
COc1ccc2nc(C)cc(C(=O)O)c2c1 | nt | 0.93 | 0.91
O=C(Cc1ccc([N+](=O)[O-])cc1)Nc1nnc(C2CC2)s1 | -1.5 | -1.5 | -0.79
CCC(C)c1ccc(NC(=O)COC(=O)c2nc3nccc(C)n3n2)cc1 (stereo not drawn) | 52.6 | nt | nt
N#CC1=C(N)OC2=C(C(=O)CCC2)C12CCC1(CC2)OCCO1 | -84.6 | -0.44 | 0.38
CCOC(=O)N1CCN(S(=O)(=O)c2ccc(C(=O)Nc3sc4c(c3C#N)CCC4)cc2)CC1 | nt | -0.39 | -0.53
C/C(=N/NC(=O)CNc1ccc(Cl)cc1C)c1ccc(C)cc1 | 28.6 | nt | nt
CCOc1ccc2[nH]c(=O)c(CN(Cc3nnnn3Cc3ccccc3)CC3CCCO3)cc2c1 (stereo not drawn) | -10.0 | 0.33 | 0.9
c1ccc2[nH]c(-c3cscn3)nc2c1 | 66.7* | -0.36 | 0.14
O=C(O)CCCNS(=O)(=O)c1cccs1 | nt | 0.12 | 0.16
COC(=O)c1sccc1NC(=O)CSc1ccccc1NS(=O)(=O)c1ccc(Cl)cc1 | 53.1 | -0.66 | -0.81
O=C(Nc1cccc([N+](=O)[O-])c1)c1[nH]ncc1Cl | 17.5 | -0.4 | 0.35
COc1ccc(CNC(=O)CCn2c(=O)oc3ccccc32)cc1 | 5.9 | 0.08 | -0.07
CCOP(=O)(c1ccc(N(C)C)cc1)C(O)c1ccccc1OC (stereo not drawn) | 25.0 | 0.18 | 0.26
CC12CNCC(C)(CN(C3(O)C(=O)Nc4ccc(Br)cc43)C1)C2=O (stereo not drawn) | -7.1 | nt | nt
CC(C)NC(=O)CCNS(=O)(=O)c1ccc(Br)cc1 | nt | 0.22 | 0.45
CNC(=O)CSCc1c(F)cccc1Cl | ? | -0.41 | 0.05
CC(n1cnnn1)C12CC3CC(CC(C3)C1)C2 (stereo not drawn) | i | 0.5 | 0.63
c1ccc(COc2ccc(OCCn3cncn3)cc2)cc1 | 29.6 | -0.41 | 0.02

Next records.
Structure | Insulin prom inh | SDO1 yeast rescue Rescue 24 h | SDO1 yeast rescue
CC1=CC(c2ccc(Cl)cc2)n2nc(NC(=O)c3ccccc3)nc2N1 (stereo not drawn) | 25.8 | 0.41 | 0.47
COc1ccc(/C=C/C(=O)c2ccc(NC3=NCCCS3)cc2)cc1OC | -88.9 | nt | nt
Cc1cc(NC(=O)CSc2nnc(-c3ccoc3C)o2)no1 | nt | -0.65 | -0.01
CC1NC(=S)N(C2CCCCC2)C1=O (stereo not drawn) | -7.1 | nt | nt
CCOC(=O)c1c(C)c(C(=O)N(C)C2CCCCC2)c(C)n1C | -9.4 | 0.25 | 0.11
CCn1c(=N)n(CCOc2ccc(OC)cc2)c2ccccc21 | nt | 0.06 | 0.74
O=C(Nc1ccccc1)Nc1nncs1 | 0.0 | 2.25 | 1.8
N#Cc1c(SCc2ccc(Cl)cc2)sc(C(=O)c2ccccc2)c1N | -54.0 | -0.78 | -0.84
COc1ccc(-c2cc(-c3cccs3)c(C#N)c(SCC(=O)NCc3ccco3)n2)cc1 | -75.4 | 1.06 | 0.04
O=C(c1ccc(-c2ccccc2)cc1)C1CCCN(C(=O)c2cncs2)C1 (stereo not drawn) | 14.3 | nt | nt

This is a subset; rates above refer to the full screens.
